Bioassay records as filed in PubChem.
influenza NS1A: H1N1 influenza NS1A inhibitors, functional cell based assay (AID 504329); NS1A functional cell-based assay, percent inhibition; higher % means a stronger effect; one-dose inhibition, % at 12.5 µM; IC50 in µM for titrated hits; 340,000 tested, 0.3% active; in the data active = a potency from the dose series; inconclusive = inhibition above about 27% without an active follow-up result; note: strong numbers were not always called active
VEEV TC-83 Vero: inhibitors of VEEV TC-83 cytopathic effect, confirmation, Vero cells (AID 588727). Vero cells, VEEV TC-83 cytopathic effect inhibition; higher % means a stronger effect. inhibition, % at 20 µM, or IC50 in µM where a hit was titrated. 350,000 tested, 0.13% active; in the data active = a potency from the dose series; inconclusive = inhibition mostly from about 14% at the one dose, without a potency; inactive = the rest, 99 in 100 with inhibition below about 12%; note: strong numbers were not always called active
M. tuberculosis: growth inhibition of non-replicating M. tuberculosis (AID 488890). Mycobacterium tuberculosis non-replicating, growth inhibition; higher % means a stronger effect. inhibition, % at 25 µM; hits with a dose series show IC50 in µM. 320,000 tested, 0.39% active; in the data active = a potency from the dose series; inconclusive = inhibition mostly from about 82% at the one dose, without a potency; inactive = the rest, 99 in 100 with inhibition below about 76%;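 note: plate controls were DMSO cells for no effect and high antibiotic wells for full effect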
Salmonella PhoP GFP: PhoP regulon inhibitors, Salmonella typhi PhoP promoter GFP reporter, confirmatory (AID 1850). Salmonella Typhi PhoP-promoter GFP reporter, fluorescence, 4 h; higher % means a stronger effect. inhibition, % at 50 µM; hits with a dose series show IC50 in µM. 310,000 tested, 0.33% active; in the data active = a potency from the dose series; inconclusive = inhibition mostly from about 25% at the one dose, without a potency; inactive = the rest, 99 in 100 with inhibition below about 19%;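 note: 0% = induced wells with vehicle and 100% = uninduced wells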
H37Rv inhibition: M. tuberculosis growth inhibition, HTS (AID 449762) | inhibition, % at 25 µM, or IC50 in µM where a hit was titrated | 330,000 tested, 0.59% active | M. tuberculosis H37Rv growth inhibition, 7H9 media; higher % means a stronger effect; in the data active = a potency from the dose series; inconclusive = inhibition above about 70% without an active follow-up result;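 note: bacterial growth assessed after seven days of incubation; strong numbers were not always called active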
VEEV TC-83 Vero 10K pilot screen: further read-out of VEEV TC-83 Vero, marked with its call; inhibition, %; measured here: 10K pilot screen inhibition
Starred values were filed as active, the others as inactive; i = inactive; ? = inconclusive; . = not tested or not shown.

SMILES | influenza NS1A | VEEV TC-83 Vero | M. tuberculosis | Salmonella PhoP GFP | H37Rv inhibition | others
O=C(c1ccco1)N1CCN(C(=O)C2CCCN(S(=O)(=O)Cc3ccccc3)C2)CC1 (stereo not drawn) | 4.0% | 0.6% | -3.2% | 10.1% | 0.8%
CC1(C)OC(=O)C(=CSc2ccc(C(C)(C)C)cc2)C(=O)O1 | -18.5% | 1.3% | 0.3% | 2.5% | 4.0%
COC(=O)C(CCCCNC(=O)OCc1ccccc1)NC(=O)CN (stereo not drawn) | -6.0% | 0.4% | -3.2% | -3.4% | -1.3%
Cc1cccc(C)c1NC(=O)CN1CCN(CC(=O)c2cc(C)n(C3CC3)c2C)CC1 | -8.3% | 0.4% | 35.2% | . | -7.9%
CCOc1ccc(-n2c(C)cc(/C=N\NC(=O)CC(=O)NC3CCCCC3)c2C)cc1 | 0.2% | 2.8% | 50.6% | -5.2% | 2.3%
Cc1ccc(OCCN(C)C(=O)C2CCC(=O)N(CC3CCCCC3)C2)cc1 (stereo not drawn) | -6.9% | 5.0% | -3.3% | 1.4% | 4.7%
CN(CC(=O)Nc1ccc(N2CCOCC2)cc1)C(=O)c1cn(-c2ccccc2)nc1-c1ccccc1 | -13.8% | 0.6% | 6.2% | -8.7% | 1.0%
Cc1onc(-c2ccccc2)c1C(=O)NCC(=O)Nc1cc(Cl)ccc1Cl | -3.8% | 7.9% | 16.9% | . | -2.6%
COc1cccc(-c2cc3nc(-c4ccccc4)cc(=O)n3[nH]2)c1 | 14.1% | 0.2% | 20.9% | -3.4% | -4.4%
CCOc1ccccc1C(=O)NC(C(=O)Nc1cccc(S(N)(=O)=O)c1)C(C)C (stereo not drawn) | 0.4% | i | 4.7% | -7.0% | 1.3%
COc1ccc(-c2cc(C)no2)cc1S(=O)(=O)N(C)c1ccc(C)cc1 | 6.5% | 3.6% | 22.5% | 5.5% | 7.7%
O=C(NCc1ccccc1)/C(=C/c1ccccc1)NC(=O)c1ccco1 | 6.9% | i | -5.5% | -0.3% | -7.6%

Next section; it opens with the 3 that closed the last part.
SMILES | influenza NS1A | VEEV TC-83 Vero | M. tuberculosis | Salmonella PhoP GFP | H37Rv inhibition | others
CCOc1ccccc1C(=O)NC(C(=O)Nc1cccc(S(N)(=O)=O)c1)C(C)C (stereo not drawn) | 0.4% | i | 4.7% | -7.0% | 1.3%
COc1ccc(-c2cc(C)no2)cc1S(=O)(=O)N(C)c1ccc(C)cc1 | 6.5% | 3.6% | 22.5% | 5.5% | 7.7%
O=C(NCc1ccccc1)/C(=C/c1ccccc1)NC(=O)c1ccco1 | 6.9% | i | -5.5% | -0.3% | -7.6%
COC(=O)c1cc(-c2c(-c3cc(OC)c(OC)c(OC)c3)noc2C)cc([N+](=O)[O-])c1 | 5.4% | 0.3% | 22.9% | 8.6% | -0.4%
CCOC(=O)C1=C(C)NC(C)=C(C(=O)OCC)C1C | -6.6% | 2.5% | 9.9% | -6.5% | 0.7%
CCc1nnc(SCc2cn3c(C)cc(C)nc3n2)n1N | 3.5% | 0.5% | 2.9% | -6.3% | 0.6%
Cc1nnsc1C(=O)Nc1ccc(S(=O)(=O)N2CCCCC2C)cc1 (stereo not drawn) | -4.7% | 4.6% | 18.5% | 0.4% | 5.8%
CC(C)CC(=O)NC(=S)Nc1ccc(NC(=O)c2ccco2)cc1 | -4.8% | 0.9% | 52.8% | 2.6% | -10.2%
O=[N+]([O-])c1ccc(Sc2nccn2Cc2ccccc2)cc1 | 10.2% | 0.1% | 33.1% | -12.1% | -2.4%
Cc1ccc(NC(=S)N2CCN(c3ccccn3)CC2)c(C)c1 | 5.0% | i | 5.2% | -5.3% | 5.3%
O=C(O)c1ccc(Nc2nc3ccc(Cl)cc3[nH]2)cc1 | 5.1% | i | 16.7% | -11.1% | 2.3%
COc1ccc(OC)c(CC(NC(C)=O)C(=O)NC2CCN(S(=O)(=O)c3ccc(NC(C)=O)cc3)CC2)c1 (stereo not drawn) | 1.8% | 0.2% | 1.8% | 5.8% | 2.9%
Cc1cc(C)n2nnnc2c1C#N | 0.0% | 4.7% | -13.5% | 3.5% | -10.6%
COc1ccc(/C(C)=N/NC2=NCCN2)cc1Cl | -7.8% | i | -0.9% | 12.2% | 3.2%
CC(=O)c1nnn(-c2ccccc2C#N)c1C | -3.4% | i | -6.8% | -2.0% | 5.7%
Cc1nn(CCC(=O)NNC(=S)Nc2cccc(Cl)c2)c(C)c1[N+](=O)[O-] | -6.3% | i | 1.6% | -3.5% | 1.1%
COc1cc(NC(=O)c2ccc(F)cc2)c(OC)cc1NC(=O)CN1CCOCC1 | 4.4% | 10.1% | 20.5% | 6.5% | 58.2%
COC(=O)C(OC(=O)c1ccccc1)C(C)Br (stereo not drawn) | 1.5% | i | 3.5% | . | 0.8%
COC(=O)[C@@H]1C[C@H]1[C@@H](NP(=O)(c1ccccc1)c1ccccc1)c1ccccc1 | 7.3% | i | 6.8% | 1.4% | -0.2%
CC(C)(C)c1cc(C(=O)NCc2cc(F)cc3c2OCOC3)n(Cc2ccccc2)n1 | 10.3% | 7.9% | 32.9% | -1.6% | 9.5%
Cc1cc(NC(=O)c2coc(=O)c(Br)c2)ccc1C(C)C | . | 52.7% | ? | -2.7% | -2.8%
Cc1ccc(S(=O)(=O)NCCC2(C(C)C)CCOC(C)(C)C2)cc1 (stereo not drawn) | 6.7% | 0.1% | 14.1% | -20.6% | 7.8%
Cc1cc(C)n(S(=O)(=O)c2cccc(Cl)c2Cl)n1 | -0.8% | 0.2% | 10.2% | 17.2% | 3.9%
COc1ccc(NC(=O)CN(C)C(=O)CC2CCCCC2)cc1 | 1.9% | 0.1% | 2.8% | -3.3% | -5.7%
Cc1cc(C)cc(OCC(=O)Nc2nc(-c3cccnc3)cs2)c1 | 2.5% | 1.2% | -4.0% | -6.8% | -19.6%
O=C(NCc1cccs1)c1ccc(Br)o1 | -8.8% | 1.0% | 3.37µM* | -3.6% | 0.8%
COc1ccccc1C1c2[nH]c3ccccc3c2C[C@H]2C(=O)N(C3CCN(Cc4ccccc4)CC3)CC(=O)N12 (stereo partly drawn) | -11.6% | 6.1% | 37.1% | -0.8% | ?

Three compounds drawn at random from the list so far, as already listed:
SMILES | influenza NS1A | VEEV TC-83 Vero | M. tuberculosis | Salmonella PhoP GFP | H37Rv inhibition | others
Cc1ccc(S(=O)(=O)NCCC2(C(C)C)CCOC(C)(C)C2)cc1 (stereo not drawn) | 6.7% | 0.1% | 14.1% | -20.6% | 7.8%
Cc1cc(C)n(S(=O)(=O)c2cccc(Cl)c2Cl)n1 | -0.8% | 0.2% | 10.2% | 17.2% | 3.9%
Cc1cc(C)cc(OCC(=O)Nc2nc(-c3cccnc3)cs2)c1 | 2.5% | 1.2% | -4.0% | -6.8% | -19.6%

(cont.)
SMILES | influenza NS1A | VEEV TC-83 Vero | M. tuberculosis | Salmonella PhoP GFP | H37Rv inhibition | others
COc1cccc(/C=N/NC(=O)CCn2nnc3ccccc32)c1 | 4.2% | i | -9.6% | -3.8% | 0.3%
Cc1ccc(Cn2c(C(=O)NCCCN3CCOCC3)cc3sccc32)cc1 | 3.6% | i | 30.6% | -2.5% | 4.1%
CCOC(=O)N1CCC(n2c(=S)[nH]c3ccccc3c2=O)CC1 | -7.3% | 4.8% | -3.5% | 9.8% | -0.6%
Cc1cccc(-n2c(O)c(C=Nc3cccc(O)c3)c3ccccc3c2=O)n1 | 13.5% | 5.6% | -2.5% | -13.2% | -0.8%
CN(C)c1nc(N(C)C)n(Cc2c(Cl)cccc2Cl)n1 | -2.9% | i | -11.6% | 2.1% | 15.0% | VEEV TC-83 Vero 10K pilot screen=0.4
COc1ccc(CC(=O)Nc2ccccc2NC(=O)c2ccco2)cc1OC | 13.5% | 1.7% | 32.9% | 9.3% | -4.7%
CCNCc1cc(OCC)c(OCC(=O)NCCc2ccccc2)cc1Cl | 1.7% | 0.8% | 25.5% | -1.7% | -4.3%
CCC1(c2ccccc2)NC(=O)N(CC(=O)Nc2ccccc2C(=O)N2CCCCC2)C1=O (stereo not drawn) | -8.8% | 2.1% | 3.4% | 4.6% | -4.4%
CCC(C)NC(=O)COc1ccccc1[N+](=O)[O-] (stereo not drawn) | -7.8% | 0.6% | -5.2% | 1.6% | 7.7%
COc1ccc(C(=O)NCc2ccc(C(=O)O)o2)cc1 | -6.8% | i | -2.6% | 4.1% | -8.2%
O=C(COC(=O)c1cc([N+](=O)[O-])ccc1N1CCOCC1)Nc1c(Cl)cccc1C(F)(F)F | -8.2% | 2.7% | -1.8% | 6.8% | -10.9%
CC(OC(=O)C1CC1C)C(=O)Nc1ncc(Cl)cc1Cl (stereo not drawn) | -18.0% | 1.8% | -14.4% | -2.7% | -6.9%
Cc1ccccc1NC(=O)C1CC(=O)N(c2ccccc2F)C1 (stereo not drawn) | 4.1% | i | -2.1% | 0.1% | 2.0%
COC(=O)[C@H](Cc1ccccc1)NC(=O)c1cc(COc2c(F)cccc2F)on1 | 8.4% | 1.9% | ? | -13.8% | 64.0%
COC(=O)C1CCN(C(=O)COc2ccc(Cl)cc2)CC1 | -1.0% | 5.6% | 52.7% | -2.8% | -5.5%
CC(=O)c1cc2ccc(O)cc2oc1=O | -1.4% | 4.2% | -9.8% | 1.0% | -5.7%
CCOC(=O)CC(NC(=O)Cn1nnc(-c2ccccc2F)n1)c1ccccc1Cl (stereo not drawn) | 10.2% | i | 5.2% | -8.8% | -1.4%
C=CCN1C(=O)CSc2ccc(C(=O)NCc3ccc(F)cc3)cc21 | -0.8% | 0.4% | -6.3% | 0.3% | -4.0%
Cc1ccn(CC(=O)N/N=C/c2cc([N+](=O)[O-])ccc2O)n1 | 7.06µM* | 1.1% | 13.6% | ? | -0.2%
O=C(COC(=O)/C=C/c1ccc(OC(F)F)cc1)NCCN1C(=O)CSC1=O | 0.6% | 0.9% | 0.5% | -11.3% | 4.3%
CC(C)(C)C1CCC(=NNc2ncc(C(F)(F)F)cc2Cl)CC1 (stereo not drawn) | -2.1% | 1.6% | . | -2.8% | .
Cn1c(NC(=S)Nc2ccccc2)nc2ccccc21 | 8.3% | 6.5% | ? | -2.5% | 3.71µM*
CCCOC(=O)c1ccc(NC(=O)c2nc3nc(C)cc(C)n3n2)cc1 | -0.7% | 0.4% | 20.5% | 18.7% | 40.6%
COc1ccccc1NC(=O)Cn1c(C)cc(=O)c2cccc(OC)c21 | . | 3.1% | 7.0% | 2.4% | 3.1%
Cc1ccc(NC(=O)COc2ccccc2[N+](=O)[O-])nc1 | -13.3% | 1.2% | 29.3% | 3.3% | -6.0%
Cc1ccccc1OCC(=O)Nc1ccc(C(N)=O)cc1 | 3.6% | 0.6% | -5.0% | -5.0% | 2.9%
CC(=O)Nc1cc(-c2ccc(Cl)cc2)[nH]n1 | -9.7% | 0.3% | 10.7% | 23.6% | -5.2%
CCCC1CCC(C(=O)Nn2cnc3ccccc3c2=O)CC1 (stereo not drawn) | -15.5% | 0.7% | 28.2% | -10.3% | 8.9%

Compounds as they come (roughly 1.6% active in at least one column).
